hERG rescue = compounds protecting human hERG from proarrhythmic drug block | CHO-hERG, FluxOR thallium flux, dofetilide IC70 present | Q12809 | AID 1511 | activation (rescue from dofetilide block), less the hit threshold, % at 10 µM | actives 0.51% (n = 310,000);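 active = activation above the mean of controls blocked by dofetilide plus 5 SD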;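 note: thallium influx through hERG after potassium depolarization seen as dye fluorescence rise; in these data hits start at about 4.7%; inactives centre near -7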
Target sequence (Q12809 whole entry, looked up): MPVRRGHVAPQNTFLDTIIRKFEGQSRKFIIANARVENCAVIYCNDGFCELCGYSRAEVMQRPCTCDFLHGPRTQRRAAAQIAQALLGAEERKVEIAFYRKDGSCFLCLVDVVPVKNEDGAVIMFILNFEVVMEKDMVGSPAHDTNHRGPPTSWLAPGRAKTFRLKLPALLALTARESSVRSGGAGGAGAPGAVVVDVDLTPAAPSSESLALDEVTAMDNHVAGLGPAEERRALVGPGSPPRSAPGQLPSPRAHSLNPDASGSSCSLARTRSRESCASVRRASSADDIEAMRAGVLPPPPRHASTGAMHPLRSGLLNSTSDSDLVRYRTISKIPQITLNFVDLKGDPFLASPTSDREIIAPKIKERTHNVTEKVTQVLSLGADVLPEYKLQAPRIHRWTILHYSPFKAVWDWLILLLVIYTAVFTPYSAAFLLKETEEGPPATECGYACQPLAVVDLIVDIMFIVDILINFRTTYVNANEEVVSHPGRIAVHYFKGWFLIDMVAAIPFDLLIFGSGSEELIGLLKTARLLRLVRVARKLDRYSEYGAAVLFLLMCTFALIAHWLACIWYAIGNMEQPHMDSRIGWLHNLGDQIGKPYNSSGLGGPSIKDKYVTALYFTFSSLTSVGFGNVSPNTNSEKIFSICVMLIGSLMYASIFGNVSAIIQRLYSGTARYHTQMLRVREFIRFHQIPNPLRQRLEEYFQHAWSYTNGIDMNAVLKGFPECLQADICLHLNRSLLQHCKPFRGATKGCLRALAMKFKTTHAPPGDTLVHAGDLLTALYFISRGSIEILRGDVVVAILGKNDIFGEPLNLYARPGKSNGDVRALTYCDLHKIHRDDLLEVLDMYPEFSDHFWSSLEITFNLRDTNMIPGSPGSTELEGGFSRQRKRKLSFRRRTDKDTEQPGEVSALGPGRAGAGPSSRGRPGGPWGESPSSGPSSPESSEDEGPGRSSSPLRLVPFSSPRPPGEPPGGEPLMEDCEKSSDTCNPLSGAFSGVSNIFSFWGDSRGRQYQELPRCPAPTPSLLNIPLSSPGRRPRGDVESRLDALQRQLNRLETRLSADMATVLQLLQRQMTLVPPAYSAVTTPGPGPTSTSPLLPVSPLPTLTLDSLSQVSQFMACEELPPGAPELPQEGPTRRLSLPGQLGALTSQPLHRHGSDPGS
GSK3B inh = human GSK3beta kinase inhibition; GST-GSK3beta kinase, ADP-Glo luminescence, 60 min; active compounds read low; activity score (negative = inhibition), % at 10 µM; actives 0.038% (n = 300,000); AID 2097;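 active = more than half of replicate wells score below -50%, meaning over 50% inhibition versus plate controls; inconclusive = some replicates but at most half score below -50%; inactive = no replicate scores below -50%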;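 note: 0% = median DMSO wells and -100% = median GW8510 positive control wells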
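Test system: GST-fused GSK3beta enzyme, cell-free | Quantity: 1.6 ng GST-GSK3beta enzyme per well | Reagent: 25 µM ATP with peptide substrate | Schedule: 60 min enzyme reaction, room temperature | Signal: Luminescent ADP-Glo measurement of ADP formed | Read-out basis: Score relative to plate controls | Control set: DMSO and 20 µM GW8510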
KCNQ1 inh = blocks the human KCNQ1 potassium channel; B-score at 10 µM; CHO-K1 KCNQ1, FluxOR thallium flux fluorescence; active compounds read high; actives 1.3% (n = 310,000); P51787;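 active = compounds whose thallium flux B-score, printed positive for inhibition, exceeds three library SD while starting fluorescence stays within three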;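 note: channel opened by potassium depolarization with thallium stimulus after 20 min compound exposure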
KCNQ1 act = potentiators or activators of human KCNQ1 potassium channel; P51787; CHO-K1 KCNQ1, thallium flux FluxOR fluorescence; active compounds read high; B-score at 10 µM; actives 0.35% (n = 310,000); AID 2648;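 active = fluorescence ratio B-score, a plate-corrected score, at least three library SD, with initial intensity B-score within 5 SD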
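System: Stable KCNQ1 CHO-K1 line | Incubation: 90 min dye loading and 20 min compound exposure, both at room temperature | Measure: Ratio B score | Medium: Assay buffer for compound exposure, DMSO matched across wells | Compound dosing: Single-concentration screen | Probe or stimulus: K+/Tl+ depolarizing stimulus | Measured by: Kinetic FluxOR fluorescence, 10 s baseline plus 110 s post-stimulus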
HDAC3 inhib = blocks human histone deacetylase 3. O15379. recombinant HDAC3, fluorogenic peptide/trypsin coupled, fluorescence. inhibition, % at 8.3 µM. actives 0.15% (n = 320,000); in the data active = inhibition above about 26%, passing the limit was not always enough; inconclusive = no clear call, values can overlap the other calls
RGS4 act = potentiators or activators of RGS4 | HEK293 M3R/inducible RGS4, carbachol calcium flux Fluo4; active compounds read low | B-score at 10 µM | actives 0.92% (n = 310,000) | AID 463111;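 active = B-score of the integrated calcium signal more than 4 SD below the library mean, with starting fluorescence not abnormally high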;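 note: negative B-score means reduced calcium response which marks RGS4 activation or potentiation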
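test system = HEK293 cells with stable M3R and inducible RGS4 | schedule = recording 10 s baseline at 1 Hz, 100 s post-agonist | technique = Fluo4-AM (2 µM) calcium-flux fluorescence, kinetic read | measure = Agonist-evoked peak-minus-minimum fluorescence over baseline, integrated ratio, B score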
KCNK9 inh = human KCNK9 channel inhibition; Q9NPC2; HEK293 KCNK9, FluxOR thallium flux fluorescence; active compounds read low; B-score at 10 µM; actives 1.2% (n = 310,000);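 active = ratio B-score over 3 SD below the library mean, with starting fluorescence within 5 SD of its mean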;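 note: negative B-score means less thallium flux so channel inhibition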
KCNK3 inh = human KCNK3 channel inhibition, primary screen; actives 0.84% (n = 340,000); CHO-KCNK3 thallium flux, FluxOR fluorescence; active compounds read low; B-score at 10 µM;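 active = B-score under library mean minus 4 SD, starting fluorescence ratio at most library mean plus 5 SD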;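 note: more negative B-score means stronger inhibition of thallium flux through KCNK3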
GSK3 alpha inh = inhibitors of human GSK-3 alpha kinase | P49840 | ADP-Glo luminescence, 60 min | actives 0.1% (n = 320,000) | inhibition, % at 10 µM;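 in the data active = inhibition above about 50%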;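 note: GST-tagged GSK-3 alpha with peptide substrate and 25 µM ATP; 0% = DMSO neutral wells and 100% = GW8510 positive control wells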
PolyA inhibitor = blocks polyadenylation in yeast reporter cells. S. cerevisiae SKY197-pL101 polyadenylation reporter, beta-gal luminescence; efflux-impaired pdr1/pdr3 knockout yeast; score 100 = 6 SD above DMSO. calls only at 12 µM. actives 0.02% (n = 300,000);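 active = lowest replicate activity score at least 50, where 100 means six control SD above control mean; inconclusive = lowest score under 50 but half or more replicates reach 50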;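 note: yeast exposed to compound for 9 h at 30 °C; higher score means more reporter readthrough which indicates perturbed polyadenylation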
DYRK1A inh = blocks rat Dyrk1A kinase activity; actives 0.43% (n = 310,000); ADP-Glo luminescence, NFATc1 peptide; inhibition, % at 12.5 µM; in the data active = inhibition above about 50%;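 note: plate controls were vehicle with enzyme for no effect and no enzyme for full effect; many of its hits are not listed in these tables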
* = called active by the depositor; i = inactive; ? = inconclusive; . = not tested or not shown.

No.	SMILES	hERG rescue	GSK3B inh	KCNQ1 inh	KCNQ1 act	HDAC3 inhib	RGS4 act
1	CC(=O)c1c(COC(=O)c2ccncc2)nc2ccccc2[n+]1[O-]	-4	-1	i	i	2	i
2	Cc1ccc(Cn2c(CCNc3nc(-c4ccc(Cl)c([N+](=O)[O-])c4)cs3)nc3cc(Cl)c(Cl)cc32)cc1	-12	1	i	i	4	i
3	CC(C)(C)c1csc(NC(=O)c2ccncc2)n1	-6	-2	i	i	5	i
4	C/C(=N\OC(=O)C1CC1)C1CC1c1ccc(F)cc1 (centres undefined)	-6	1	i	i	-2	i
5	Brc1ccc(COn2ccnc2)cc1	-8	0	i	i	.	i
6	O=C(CNC(=O)N1CC(=O)Nc2ccccc21)Nc1ccccc1F	-8	-2	i	i	-3	i
7	O=C(CCOc1ccccc1F)N1CCN(c2ccccc2O)CC1	-15	3	i	i	14	i
8	COc1ccc(CCn2c(=N)c(C(=O)NCCN3CCOCC3)cc3c(=O)n4ccccc4nc32)cc1OC	-10	-1	i	i	-2	i
9	Cn1c(=O)c([N+](=O)[O-])c(-n2cnc3ccccc32)c2ccccc21	-22	-2	i	i	2	i
10	O=C(Nc1cccnc1)c1ccc(Cl)c(S(=O)(=O)N2CCCCCC2)c1	-7	-3	i	i	0	i
11	O=C(N/N=C/c1ccccc1Cl)c1ccncc1	1	0	i	i	-3	i
12	Cc1ccc(CCC(=O)Nc2cc(Cl)ccc2Cl)o1	-4	3	i	i	-2	i

No.	KCNK9 inh	KCNK3 inh	GSK3 alpha inh	PolyA inhibitor	DYRK1A inh
1	i	i	1	i	3
2	i	i	-1	i	2
3	i	i	8	i	14
4	i	i	3	i	-7
5	i	i	.	i	-5
6	i	i	8	i	0
7	i	i	-1	i	2
8	i	i	0	i	-8
9	i	i	0	i	10
10	i	i	-1	i	4
11	i	i	1	i	.
12	i	i	-3	i	-3

Continuation:
No.	SMILES	hERG rescue	GSK3B inh	KCNQ1 inh	KCNQ1 act	HDAC3 inhib	RGS4 act
13	Cc1cc(=O)[nH]c(N/N=C/c2ccco2)n1	-7	1	i	i	?	i
14	CC1(C)Cc2c(c(N3CCOCC3)nc3snc(N)c23)CO1	-20	1	i	i	-2	i
15	Cc1cc(C)nc(SCCn2c(N(C)Cc3ccccc3)nc3c2c(=O)n(C)c(=O)n3C)n1	-13	11	i	i	0	i
16	Cc1nn(C(C)C(=O)NCCCN2CCCCCC2)c(=O)c2cc3sccc3n12 (centres undefined)	-5	-5	i	i	10	i
17	CN(C)C(=O)COC(=O)c1cccc(S(=O)(=O)Nc2ccc(OCc3ccccc3)cc2)c1	-6	2	i	i	1	i
18	O=c1[nH]c(NCCCO)nc2c1C1(CCCC1)Cc1ccccc1-2	-9	-2	i	i	-35	i
19	Cc1cccc(N2C(=O)N3[C@H](c4ccc(F)cc4)[C@@H]4C(=O)N(C5CCCCC5)C(=O)[C@@H]4[C@]3(Cc3ccc(Cl)cc3)C2=O)c1	-6	0	i	i	2	i
20	Fc1ccc(NC(=S)NCCc2ccccn2)cc1	-6	-1	i	i	-14	i
21	O=C(O)c1ccccc1NC(=O)c1cc(-c2ccccc2)nc2ccccc12	-31	-2	7*	i	-4	i
22	O=C(NC1CCCC1)C(c1ccncc1)N(C(=O)c1csnn1)c1ccccc1F (centres undefined)	-7	0	i	i	-2	i
23	O=C(C1CCCCC1)N1CCN(S(=O)(=O)c2ccc(Cl)cc2)CC1	-8	1	i	i	0	i
24	Cc1nn(C)cc1CNC(=O)C1CCC(=O)N(CC2CCCCC2)C1 (centres undefined)	-6	1	i	i	-6	i

No.	KCNK9 inh	KCNK3 inh	GSK3 alpha inh	PolyA inhibitor	DYRK1A inh
13	i	i	-1	i	-2
14	-7*	i	-1	i	7
15	i	i	2	i	-4
16	i	i	1	i	-2
17	i	i	1	i	-8
18	i	i	4	i	46
19	i	i	2	i	1
20	i	i	7	i	-2
21	i	i	-5	i	21
22	i	i	-2	i	7
23	i	i	0	i	-4
24	i	i	6	i	7

Reformatted as labelled records: four of the compounds above
14. CC1(C)Cc2c(c(N3CCOCC3)nc3snc(N)c23)CO1
  hERG rescue: -20
  GSK3B inh: 1
  KCNQ1 inh: i
  KCNQ1 act: i
  HDAC3 inhib: -2
  RGS4 act: i
  KCNK9 inh: -7*
  KCNK3 inh: i
  GSK3 alpha inh: -1
  PolyA inhibitor: i
  DYRK1A inh: 7

17. CN(C)C(=O)COC(=O)c1cccc(S(=O)(=O)Nc2ccc(OCc3ccccc3)cc2)c1
  hERG rescue: -6
  GSK3B inh: 2
  KCNQ1 inh: i
  KCNQ1 act: i
  HDAC3 inhib: 1
  RGS4 act: i
  KCNK9 inh: i
  KCNK3 inh: i
  GSK3 alpha inh: 1
  PolyA inhibitor: i
  DYRK1A inh: -8

16. Cc1nn(C(C)C(=O)NCCCN2CCCCCC2)c(=O)c2cc3sccc3n12 (centres undefined)
  hERG rescue: -5
  GSK3B inh: -5
  KCNQ1 inh: i
  KCNQ1 act: i
  HDAC3 inhib: 10
  RGS4 act: i
  KCNK9 inh: i
  KCNK3 inh: i
  GSK3 alpha inh: 1
  PolyA inhibitor: i
  DYRK1A inh: -2

20. Fc1ccc(NC(=S)NCCc2ccccn2)cc1
  hERG rescue: -6
  GSK3B inh: -1
  KCNQ1 inh: i
  KCNQ1 act: i
  HDAC3 inhib: -14
  RGS4 act: i
  KCNK9 inh: i
  KCNK3 inh: i
  GSK3 alpha inh: 7
  PolyA inhibitor: i
  DYRK1A inh: -2

Other structures
No.	SMILES	hERG rescue	GSK3B inh	KCNQ1 inh	KCNQ1 act	HDAC3 inhib	RGS4 act
25	O=C(NCCc1ccccc1Cl)C1CCC(=O)N(CCCc2ccccc2)C1 (centres undefined)	-6	-11	i	i	5	i
26	O=C(NCC1CCCN(C(=O)NCc2ccccc2)C1)c1ccc2c(c1)OCO2 (centres undefined)	-13	1	i	i	1	i
27	CCCCCN(C(=O)CCC(=O)OCc1ccc(C(C)C)cc1)c1c(N)n(CCCC)c(=O)[nH]c1=O	-1	0	i	i	4	i
28	COc1ccc(CC(=O)N/N=C(\C)CC(=O)Nc2cccc(F)c2)cc1	1	3	i	i	8	i
29	Cc1ccc(-c2csc(N(CCO)CCCn3c(C(F)(F)F)nc4cc(C(F)(F)F)ccc43)n2)cc1	-4	-6	i	i	7	i
30	Cc1sc2ncnc(OCC(=O)NC(C)C)c2c1C	-6	0	i	i	-2	i
31	C/C(CC(=O)Nc1ccc2c(c1)OCCO2)=N\NC(=O)c1ccccc1F	-5	.	i	i	-3	i
32	COc1ccc(C(=O)Oc2cc3c4c(c2)C(C)=CC(C)(C)N4C(=O)C3=O)cc1OC	-7	58	i	i	.	i
33	Cc1[nH]c2ccccc2c1C(=O)CSc1nccc(=O)[nH]1	-11	2	i	i	4	i
34	Cc1c(Cl)cccc1NC(=O)CNC(=O)c1ccco1	-10	2	i	i	0	i
35	Cc1ccc(NC(=O)N(CCC#N)Cc2ccccc2)cc1	-5	-1	i	i	5	i
36	COCC(=O)N1CCC(Oc2ccc(C(=O)NCCc3ncccc3C)cc2)CC1	-10	0	i	i	-1	i

No.	KCNK9 inh	KCNK3 inh	GSK3 alpha inh	PolyA inhibitor	DYRK1A inh
25	i	i	0	i	4
26	i	i	0	i	5
27	i	i	0	i	2
28	i	i	2	i	-6
29	i	i	-1	i	-15
30	i	i	-1	i	-1
31	i	i	-4	i	-3
32	i	i	-1	i	-4
33	i	i	1	i	-6
34	i	i	-2	i	6
35	i	i	-3	i	-5
36	i	i	0	i	-1

Next part
No.	SMILES	hERG rescue	GSK3B inh	KCNQ1 inh	KCNQ1 act	HDAC3 inhib	RGS4 act
37	Fc1ccc(Cn2cc(C(=S)N3CCOCC3)c3ccccc32)cc1	-9	0	i	i	5	i
38	COc1ccc(-c2c(NC(=O)c3ccco3)oc3ccc(Cl)cc3c2=O)cc1	-8	-1	i	i	0	i
39	CS(=O)(=O)N1CCN(C(=O)CCC2CCCC2)CC1	-3	2	i	i	1	i
40	Cc1ccccc1CC1S/C(=N/N=C/c2ccco2)NC1=O (centres undefined)	-5	0	i	i	-4	i
41	CC(=O)Nc1ccc(C(=O)NNC(=O)c2ccc(Cl)cc2)cc1	-2	1	i	i	0	i
42	COc1ccc(C)cc1NC(=O)C(=O)NCc1ccncc1	-10	0	i	i	5	i
43	Cc1cc2oc(C(=O)NCc3ccc4c(c3)OCO4)c(C)c2cc1C	-1	4	i	i	5	i
44	CC(C)CC(=O)C1=C(O)C(=O)N(Cc2ccccc2)C1c1ccccc1 (centres undefined)	-2	0	i	i	-4	i
45	COc1ccc(Nc2nc(Cl)nc(NCc3ccco3)n2)c(OC)c1	-5	3	i	i	8	i
46	Cc1cc(C)cc(NC(=S)N(Cc2ccc(Br)cc2)Cc2ccc(C(=O)O)cc2)c1	-31	1	i	i	-1	i
47	CCCN1CCN(CCCNC(=S)Nc2ccc(F)cc2)CC1	1	-6	i	i	3	i
48	CCOC(=O)c1cc(C)n(CCc2ccccc2)c1C	-9	0	i	i	7	i

No.	KCNK9 inh	KCNK3 inh	GSK3 alpha inh	PolyA inhibitor	DYRK1A inh
37	i	i	7	i	1
38	i	i	7	i	-1
39	i	i	-17	i	5
40	i	.	-2	i	.
41	i	i	-2	i	2
42	i	i	-1	i	5
43	i	i	0	i	-1
44	i	i	0	i	3
45	i	i	0	i	-9
46	-7.4*	i	-5	i	-7
47	i	i	1	i	.
48	i	i	2	i	4

Compound activity (PubChem)

A portion of the library (hit frequency here may not be typical).
